14-3-3g Raf: modulators of human 14-3-3 gamma - Raf peptide interaction | P61981 | FP, 14-3-3gamma / TMR-pS259-Raf peptide binding | inhibition, % at 40 µM | actives 0.19% (n = 160,000); in the data active means inhibition above about 30%;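 further: 0% = protein plus tracer without compound and 100% = blank with tracer alone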
Target sequence (P61981 whole entry, looked up): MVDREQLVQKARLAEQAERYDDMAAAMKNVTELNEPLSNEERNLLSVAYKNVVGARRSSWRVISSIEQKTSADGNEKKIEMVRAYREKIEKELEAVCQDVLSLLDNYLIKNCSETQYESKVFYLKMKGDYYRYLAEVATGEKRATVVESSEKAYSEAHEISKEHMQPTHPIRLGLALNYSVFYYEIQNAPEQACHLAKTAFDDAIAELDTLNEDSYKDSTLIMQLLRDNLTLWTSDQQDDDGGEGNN
Starred values were filed as active, the others as inactive; & = joins results of further samples. The list is partial; rates above refer to the full screens.

SMILES	14-3-3g Raf
CCc1ccc(N(C)C(=O)c2ccc(-c3ccc([N+](=O)[O-])cc3)o2)cc1	3
O=C(CSc1nc2c([nH]c3ccccc32)c(=O)n1-c1ccccc1)Nc1ccc(Cl)cc1	-4
Cc1ccn2c(Nc3ccccc3C)c(-c3ccc(C)s3)nc2c1	-7
Cc1ccc(S(=O)(=O)N=C(CN2CCOCC2)N2CCN(S(=O)(=O)c3ccccc3)C2c2ccccc2)cc1 (centres undefined)	-8
CCc1ccccc1N/C(N)=N/c1nc(C)cc(C)n1	0
CCN1C(=O)c2cccc3c(S(=O)(=O)NC(C)c4ccccc4)ccc1c23 (centres undefined)	-5
CS(=O)(=O)N1CCC(C(=O)NCc2cccnc2)CC1	-5
CC1CC(=O)N(c2ccc(NC(Cc3ccccc3)c3ccccc3)c([N+](=O)[O-])c2)C1=O (centres undefined)	0
c1ccc2c3c(c(CN4CCCCC4)cc2c1)COC3	0
CC(=O)c1ccc(OCC(O)CN2C(C)CCCC2C)cc1 (centres undefined)	-1
COc1ccc(CC(=O)Nc2c3c(nn2C(C)(C)C)CSC3)cc1	3
CCN1CCN(CCCNC(=O)C2c3ccccc3C(=O)N(C)C2c2cn(C)c3ccccc23)CC1 (centres undefined)	-2
O=C(CC1N=C2c3ccccc3N=C(SCc3ccccc3F)N2C1=O)NCCc1ccccc1 (centres undefined)	-18
COc1ccc(NC(=O)Nc2nonc2C)cc1	-1
Cc1cccc(NC(=O)C2CCCN(S(=O)(=O)c3cccc4cccnc34)C2)c1 (centres undefined)	5
FC(F)(F)c1cc(-c2ccco2)nc(N2CCOCC2)n1	-5
O=C1CCN(Cc2nnnn2CC2CCCO2)c2ccccc2N1 (centres undefined)	4
COc1c(S(=O)(=O)n2nc(C)cc2C)ccc(Cl)c1Cl	-2
COc1ccc(OC)c(C2NC(=O)c3[nH]nc(-c4ccccc4)c32)c1 (centres undefined)	-2
COc1ccc(C2/C(=C(\O)c3ccccc3)C(=O)C(=O)N2CCN2CCOCC2)cc1OC (centres undefined)	-14
CCN(CC)C(=O)N1CCN(S(=O)(=O)c2ccc(C)c(C)c2)CC1	1
CC(=O)c1c(C)[nH]c(C(=O)N2CCN(C(=O)c3ccco3)CC2)c1C	2&-3
CCc1cccc(CC)c1N(COC)C(=O)Cn1c(CO)nc2ccccc21	3
CCCCn1c(CN2C(=O)c3ccccc3C2=O)nc2ccccc2c1=O	-4
CCCN(CCC)C(=O)c1cc2c(n(-c3ccccc3)c1=O)CC(C)(C)CC2=O	-5
Nn1c(-c2ccco2)n[nH]c1=S	2
COc1ccc2c(c1)NC(C)(C)c1sn(-c3ccccc3C)c(=S)c1-2	-5
CC(O)CCC(=O)NCCNC(=O)CCC(C)O (centres undefined)	-7
CC(C)(C)c1ccc(S(=O)(=O)Nc2nccs2)cc1	-23
COc1ccc(Cl)cc1S(=O)(=O)N1CCN(CC(=O)Nc2ccc(Cl)c(C(F)(F)F)c2)CC1	2
COc1ccc(-c2c(C(F)(F)F)oc3cc(O)ccc3c2=O)cc1	-108
O=C(NCC1CCCO1)C1C2C=CC3(CN(Cc4cccs4)C(=O)C13)O2 (centres undefined)	2&-5
CCN1CCN(CCCNC(=O)c2cc3sccc3n2CC)CC1	2
COC(=O)c1c(NC(=O)Cc2cccs2)sc2c1CCCC2	-40
O=C(Nc1ccc2nn(-c3cccc(Cl)c3)nc2c1)c1ccc(-c2ccc([N+](=O)[O-])cc2)o1	-97
CC(=O)N1CC23C=CC(CC2CC12CCCCCC2)O3 (centres undefined)	-3
CCc1[nH]nc2c1C(c1cccc(OC(=O)N3CCOCC3)c1)C(C#N)=C(N)O2 (centres undefined)	9
COc1ccc(C2=NN(CC(=O)NC(C)(C)C)C(=O)CC2)cc1	-5
Cc1c(C(=O)NCCCN2CCOCC2)sc2ncn(C)c(=O)c12	4
CC1=C(C(=O)OC(C)C)C(c2cccc3ccccc23)C2=C(CC(c3ccc(Cl)cc3)CC2=O)N1 (centres undefined)	17

3 of the entries above in order of the 14-3-3g Raf value, high to low:
SMILES	14-3-3g Raf
CC(=O)N1CC23C=CC(CC2CC12CCCCCC2)O3 (centres undefined)	-3
CC(O)CCC(=O)NCCNC(=O)CCC(C)O (centres undefined)	-7
Cc1ccc(S(=O)(=O)N=C(CN2CCOCC2)N2CCN(S(=O)(=O)c3ccccc3)C2c2ccccc2)cc1 (centres undefined)	-8

Continued:
SMILES	14-3-3g Raf
CCN(C(=O)CCS(=O)(=O)c1ccc2c(c1)CCN2C(C)=O)c1ccccc1	-9
Cc1ccc(C)c(NC(=O)C2CCN(S(=O)(=O)c3ccccc3)CC2)c1	17
Cc1c(C(=O)NCCN2CCOCC2)oc2ccccc12	0
COc1cccc(-c2cc(C(=O)Nc3ccc(OC)cc3OC)no2)c1	-2
Cc1ccc2c(c1)N(CC(=O)NCCCN1CCCC1=O)C(=O)CO2	8
CCc1ccc(NC(=O)CCN2C(=O)c3cccnc3C2=O)cc1	-6&6
O=C(N1CCN=C1SCc1cccc(Cl)c1)C12CC3CC(CC(C3)C1)C2	2
CC1CCN(CCNC(=O)CN(C)S(=O)(=O)c2cccc3nsnc23)CC1	-10
CC1=CCC2C(=O)N(c3cccc(O)c3)C(=O)C2C1 (centres undefined)	-4
CCc1ccc(C2C(C(=O)OC)=C(C)NC3=C2C(=O)CC(C)(C)C3)cc1 (centres undefined)	-8
CC1=C(C(=O)OC2CCCCCC2)C(c2ccc3c(c2)OCO3)NC(=O)N1C (centres undefined)	-6
Cc1cc(N2CCN(C)CC2)nc2ccc(NC(=O)c3cccc(Cl)c3)cc12	-2
Cc1ccc(C(=O)CCN(C)C)cc1	3
O=S(=O)(NC1c2cccc3cccc(c23)C1N1CCNCC1)c1ccccc1 (centres undefined)	-4&-2
CCOC(=O)Oc1ccc2c(c1)C(C)=CC(C)(C)N2C(=O)OCC	2
Cc1ccc(N(C(=O)c2ccc(Br)o2)C2C=CS(=O)(=O)C2)cc1 (centres undefined)	2
COc1ccc(NC(=O)C2CC(=O)N(C)C(=Nc3ccc4c(c3)OCO4)S2)cc1 (centres undefined)	-1
CC1=C(C(=O)Nc2ccccc2)C(c2cccs2)n2nc(SCc3ccccc3Cl)nc2N1 (centres undefined)	-12
Cc1ccc(O)c(NC(=O)c2ccc(Br)c(S(=O)(=O)N3CCCCC3)c2)c1	-7
O=C(Cn1cnc2c(nnn2Cc2ccc(F)cc2)c1=O)NCc1ccc2c(c1)OCO2	-1
COc1ccc(C(=O)Oc2ccc(C=Nc3ccc(Br)cc3)cc2)cc1	-4
CC(=O)Oc1ccc(N2C(=O)c3ccc(C(=O)Nc4ccccc4I)cc3C2=O)cc1	9
CCOC(=O)c1cnc2c(OC)cccc2c1NCc1cccnc1	-4
O=c1[nH]c(SCc2ccccc2)nc2ccccc12	4
CCC(=O)N1CCc2cc(S(=O)(=O)NC(C)CC)ccc21 (centres undefined)	5
O=C(Cn1nnc2c(cnn2-c2ccc(F)cc2)c1=O)c1ccccc1F	-4
N#Cc1ccc[n+](CC(=O)c2ccc(NC(=O)c3ccccc3)cc2)c1	-33
CCCn1c(SCC(=O)OCc2ccccc2)nc2c1c(=O)n(C)c(=O)n2C	-2
Cc1ccccc1-c1cc(C)c2c(ccc3ccccc32)n1	-4
COc1cc(CNc2ccc3[nH]c(=O)[nH]c3c2)cc(Cl)c1OCc1cccs1	-9
Cc1ccc(NC(=O)c2sc3ncn(C)c(=O)c3c2C)cc1	3
COC(=O)c1c(N)sc(C(=O)Nc2ccc(C)cc2C)c1C	-18
CC(=O)Nc1ccc(NC(=O)CSC2=NCCS2)cc1	5
CCCCCOC(=O)C1=C(C)NC2=C(C(=O)CC(C)(C)C2)C1c1cccc(F)c1 (centres undefined)	-5
COc1cccc(C2C=C(c3ccc(OC)cc3OC)Nc3nnnn32)c1 (centres undefined)	-12
O=C(NCC1CCCO1)C1CCN(S(=O)(=O)N2CCOCC2)CC1 (centres undefined)	-4
CCC(=O)N1c2ccccc2NC2=C(C(=O)CC(c3ccc(N(CC)CC)cc3)C2)C1c1ccc(OC)cc1 (centres undefined)	-2
Cc1cc(OCc2nc(-c3cccc([N+](=O)[O-])c3)no2)ccc1Cl	2
c1cc2c3c(cccc3c1)-c1nc3nonc3nc1-2	-32
CCOC(=O)C(C)(C)N(Cc1cccc(Cl)c1)S(=O)(=O)c1ccc(Br)cc1	-4
Cc1ccc(-c2nnc(SCC(=O)N3CC(C)CC(C)C3)o2)cc1C (centres undefined)	-6
COc1ccc(NC(=O)C2c3cc(OC)c(OC)cc3C(=O)N(C)C2c2cccs2)cc1OC (centres undefined)	-6
Cc1ccc(C)n1-c1ccc(OCC(=O)O)cc1	-63
COC(=O)C1=C(C)NC(=O)N(C(C)=O)C1c1cccs1 (centres undefined)	-7
CC(C)NC(=O)C(C)N1C(=O)COc2ccc(Cl)cc21 (centres undefined)	-4
O=C(C1CCCN(S(=O)(=O)c2cccc3nsnc23)C1)N1CCCC1 (centres undefined)	-1
CCOc1ccc(-n2c(=O)c3sccc3n(CC(=O)C(C)(C)C)c2=O)cc1	-1
Cc1ccc(C)c(S(=O)(=O)N(C(=O)c2ccncc2)c2ccc3oc4c(c3c2)CCCC4)c1	-10
Cc1ccccc1CSC1=NCCN1C(=O)c1ccc(C)c([N+](=O)[O-])c1	8
Cc1ccc(Nc2c(-c3coc(Br)c3)nc3ccc(Cl)cn23)cc1	-17
COCCN1C(=O)c2ccccc2C(C(=O)N2CCC(N3CCCCC3)CC2)C1c1cn(C)c2ccccc12 (centres undefined)	-31
COc1ccccc1NC(=O)c1c(NC(=O)Cc2ccccc2)sc2c1CCC(C(C)(C)C)C2 (centres undefined)	-2
Cc1cccc(N2C(=O)c3cccnc3C2=O)c1	2
COc1cc(C)c(C(C)C)cc1S(=O)(=O)N1CCN(S(=O)(=O)c2cc(C(C)C)c(C)cc2OC)CC1	1
CCSCCOC(=O)c1[nH]c2c(c1C)C(=O)CC(c1cc(OC)ccc1OC)C2 (centres undefined)	8
COCCOC(=O)C1=C(C)NC2=C(C(=O)CC(c3ccccc3OC)C2)C1c1cccc(O)c1 (centres undefined)	-11
N#Cc1cccc(-n2c(-c3ccccc3)nnc2-c2ccccc2)c1C#N	11
Cc1ccc(C)c(OCCCN2CCCC2)c1	-2
COc1ccccc1N=c1oc2cc(OC(C)=O)ccc2cc1C(=O)NC(C)=O	-24
COc1ccc(C(=O)Cn2nnc(-c3ccccc3F)n2)cc1	-7

Random excerpt: seven entries already listed, in no set order.
SMILES	14-3-3g Raf
Cc1ccc(Nc2c(-c3coc(Br)c3)nc3ccc(Cl)cn23)cc1	-17
COc1ccccc1NC(=O)c1c(NC(=O)Cc2ccccc2)sc2c1CCC(C(C)(C)C)C2 (centres undefined)	-2
Cc1ccc(C)c(OCCCN2CCCC2)c1	-2
CCOc1ccc(-n2c(=O)c3sccc3n(CC(=O)C(C)(C)C)c2=O)cc1	-1
COc1ccccc1N=c1oc2cc(OC(C)=O)ccc2cc1C(=O)NC(C)=O	-24
O=C(C1CCCN(S(=O)(=O)c2cccc3nsnc23)C1)N1CCCC1 (centres undefined)	-1
Cc1ccc(C)n1-c1ccc(OCC(=O)O)cc1	-63

(next part)
SMILES	14-3-3g Raf
Cc1cnc(NC(=O)CSc2nnc(CNc3ccc(F)cc3)n2CC2CCCO2)s1 (centres undefined)	-2
c1ccc(Cn2c(NCc3ccco3)nc3ccccc32)cc1	-10
CN(C)CCNC(=O)CN1C(=O)CSc2ccc(S(=O)(=O)N3CCCCC3)cc21	-11
COc1ccc2ccc3c(c2c1)C=CC(c1ccccc1)(c1ccccc1)O3	-14
COc1ccc(Cl)cc1NC(=O)c1nn(-c2ccccc2OC)c(=O)c2ccccc12	1
CC1Cc2nc(SCC(=O)N3CCCc4ccccc43)n(C)c(=O)c2S1 (centres undefined)	-2&-7
CCCCC(=O)N1c2c(C)cccc2C(Nc2ccccc2C)CC1C (centres undefined)	-4
CCCCSc1ccc2c3c(onc13)-c1ccccc1C2=O	-120
CC1CC(C)CN(S(=O)(=O)c2cc(C(=O)Nc3cccc(Cl)c3)ccc2F)C1 (centres undefined)	4
O=C(Nc1cccc(-c2cn3ccsc3n2)c1)c1cccs1	-13
COc1cc(CC(=O)OCC(=O)Nc2ccc(S(=O)(=O)N3CCCC3)cc2)cc(OC)c1OC	-2
COC(=O)CCS(=O)(=O)c1nc(-c2ccc(OC)c(OC)c2)cc(C(F)(F)F)n1	6
Cc1ccc(Cn2c(CN(C)Cc3ccccc3)nc3c2c(=O)n(C)c(=O)n3C)cc1	-7
O=C1NC(c2ccc(OCc3ccccc3)cc2)C(C(=O)c2cccs2)C(O)(C(F)(F)F)N1 (centres undefined)	3
COc1ccc(NC(=O)c2ccc(N3C(=O)CCC3=O)cc2)c2ccccc12	1
COc1ccc(NC(=O)C2CC(=O)NC(=Nc3ccc(C)c(C)c3)S2)cc1 (centres undefined)	-6
Cc1ccc(N2NC3(CCCCC3)NC2=S)cc1	-7
NCC(O)c1ccc(O)c(O)c1 (centres undefined)	-8
Oc1ccc(CN2CCN(Cc3ccccc3)CC2)c2cccnc12	-3
CCOc1ccccc1C(=O)Nc1ccc2nc(N3CCN(C)CC3)cc(C)c2c1	-14
C=CCSc1nc(-c2ccc(Cl)cc2)cc(C(F)(F)F)c1C#N	-13
COc1ccc(C2=NOC(C(=O)Nc3ccc(C)cc3)C2)cc1OC (centres undefined)	3
CN(C)CCCn1c(NC(=O)C2CCCCC2)nc2ccccc21	-1

Another view of some results above:
CCOC(=O)c1cnc2c(OC)cccc2c1NCc1cccnc1
  14-3-3g Raf: -4
O=c1[nH]c(SCc2ccccc2)nc2ccccc12
  14-3-3g Raf: 4
CCC(=O)N1CCc2cc(S(=O)(=O)NC(C)CC)ccc21 (centres undefined)
  14-3-3g Raf: 5
O=C(Cn1nnc2c(cnn2-c2ccc(F)cc2)c1=O)c1ccccc1F
  14-3-3g Raf: -4
